Screening data (PubChem)
Tau FP inhib = blocks human tau fibril formation measured by polarization. P10636. K18 P301L tau heparin fibrillization, Alexa594 FP, 6 h. Potency, µM (series often up to 57.7 µM), inactives show top-dose activity, negative = inhibition, hits mostly inhibitors. hit rate 0.39% among 280,000. AID 1468; further: nearly all actives have a fitted effect of over 55% in size
Target sequence (P10636 561-689 P618L limits assumed): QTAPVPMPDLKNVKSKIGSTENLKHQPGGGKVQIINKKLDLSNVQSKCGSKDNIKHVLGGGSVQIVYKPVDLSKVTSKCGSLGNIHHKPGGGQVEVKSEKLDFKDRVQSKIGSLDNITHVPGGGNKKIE
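Read-out: fluorescence polarization of Alexa 594-labeled tau (0.24 uM), 555 nm excitation, 632 nm emission. Mixtures held 15 uM unlabeled K18 P301L, compound and 20 uM heparin, pH 7 acetate buffer, incubated 6 hr at 37 C.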
JMJD2E inh = inhibitors of human JMJD2E histone demethylase | B2RXH2 | JMJD2E catalytic domain, FDH-coupled NADH fluorescence (FDH is formaldehyde dehydrogenase) | Potency, µM (doses to about 57.1 µM), for the others: top-dose activity change, negative = inhibition, actives largely listed as inhibitors | hit rate 1.6% among 230,000 | AID 2147; active means well fitted inhibition curve with a large enough effect, not every such curve was filed as active; inconclusive means small, poorly fitted or top-dose-only effect, or another doubt; inactive means no such curve, though single readings can be large or run the other way;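 further: 0% = wells with enzyme and -100% = buffer wells without enzyme; nearly all actives have a fitted effect of over 50% in size; many of its hits are not listed in these tables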
Target sequence (B2RXH2 1-337 limits assumed): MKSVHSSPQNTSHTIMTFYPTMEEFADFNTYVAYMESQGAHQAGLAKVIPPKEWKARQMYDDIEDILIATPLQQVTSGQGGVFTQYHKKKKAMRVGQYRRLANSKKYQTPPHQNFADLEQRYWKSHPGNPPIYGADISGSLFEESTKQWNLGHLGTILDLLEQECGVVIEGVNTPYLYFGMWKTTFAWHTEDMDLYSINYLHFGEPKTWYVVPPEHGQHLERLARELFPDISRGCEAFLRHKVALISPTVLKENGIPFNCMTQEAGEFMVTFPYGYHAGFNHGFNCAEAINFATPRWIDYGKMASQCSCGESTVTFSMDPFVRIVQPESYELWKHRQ
L3MBTL1 inh = L3MBTL1 (human) inhibition. hit rate 0.66% among 230,000. AID 485360. AlphaScreen L3MBTL1–H3K9me1 peptide binding. Q9Y468. Potency, µM (top dose mostly 57.1 µM), for the others: top-dose activity, negative = inhibition, most hits filed as inhibitors; further: nearly all actives have a fitted effect of over 60% in size
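AlphaScreen assay: L3MBTL1 (50 nM final) was preincubated 30 min at room temperature with biotinylated H3(1-15)K9me1 peptide (75 nM final), then 30 min with library compounds; streptavidin donor and nickel chelate acceptor beads (10 ug/mL final) added, 30 min dark.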
RGS12 GoLoco inh = inhibitors of human Gai1-RGS12 GoLoco interaction (red fluorophore). P63096. Gai1:RGS12 GoLoco peptide FP, rhodamine, 10 min. Potency, µM (series often up to 61.6 µM), for the others: at the highest dose activity, negative = inhibition, actives largely listed as inhibitors. hit rate 0.44% among 230,000. AID 880; active means well fitted inhibition curve with a large enough effect, not every such curve was filed as active; inactive means no such curve, though single readings can be large or run the other way; further: nearly all actives have a fitted effect of over 30% in size; many of its hits are not listed in these tables
Target sequence (P63096 whole entry, looked up): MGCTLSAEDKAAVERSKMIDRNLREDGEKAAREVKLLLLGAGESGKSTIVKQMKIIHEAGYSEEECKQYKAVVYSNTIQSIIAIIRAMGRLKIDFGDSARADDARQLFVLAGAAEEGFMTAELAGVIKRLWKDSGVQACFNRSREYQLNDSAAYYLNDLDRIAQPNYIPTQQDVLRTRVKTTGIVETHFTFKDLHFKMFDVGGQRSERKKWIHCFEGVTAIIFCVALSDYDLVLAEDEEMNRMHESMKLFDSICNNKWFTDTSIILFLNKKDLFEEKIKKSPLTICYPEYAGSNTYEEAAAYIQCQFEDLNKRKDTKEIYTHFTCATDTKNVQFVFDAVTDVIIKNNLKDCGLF
TR SRC2 fluor cs = counter-screen for TRb-SRC2 inhibitors: fluorescence interference. TRb/SRC2 Texas Red total fluorescence interference. Potency, µM (highest dose often 106 µM), inactives show at the top dose fluorescence change, negative = quenching. hit rate 0.29% among 280,000; active means well fitted curve in either direction with a large enough effect; inconclusive means small, poorly fitted or top-dose-only effect
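Flags fluorescent or light-absorbing compounds by total fluorescence, S + 2P, at 555 nm excitation and 632 nm emission. Mixture: 20 nM Texas Red SRC2 peptide, 0.6 uM human TRb LBD, 1 uM T3, 5% DMSO; compound exposure 5 h at ambient temperature.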
RECQ1 helicase = blocks DNA unwinding by human RECQ1 | P46063 | RECQ1 DNA unwinding, red fluorescence kinetic read | Potency, µM (doses to about 57.3 µM), for inactives: at the highest dose activity, negative = inhibition, actives largely listed as inhibitors | hit rate 0.54% among 240,000;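 further: plate controls were vehicle for no effect and no enzyme for full effect; nearly all actives have a fitted effect of over 30% in size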
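RECQ1T1 50 nM; forked duplex (20 bp + 30-nt ss tails) 200 nM, ATP 2 mM final; pH 8.0, 2 mM MgCl2, 2.5 ug/ml poly(dI-dC); 15 min compound preincubation; discontinuous kinetic read over 2 h at RT.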
TRb-SRC2 inh = inhibitors of human thyroid hormone receptor beta-SRC2 interaction | TRbeta-SRC2 peptide binding, fluorescence polarization; receptor liganded with 1 µM T3 | Potency, µM (series often up to 106 µM), for the others: at the highest dose activity change, negative = inhibition, actives largely listed as inhibitors | hit rate 0.065% among 280,000 | P10828;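 further: plate controls were bound peptide for no effect and peptide without receptor for full effect; nearly all actives have a fitted effect of over 50% in size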
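Quantitative HTS by FP: 0.6 uM TRb LBD, 20 nM labeled SRC2 20-mer, 1 uM T3, 5% DMSO; 5 hr ambient incubation; % activity per concentration and potencies from concentration series.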
Tau fibril ThT = inhibitors of human tau fibril formation, thioflavin T binding. P10636. recombinant tau K18 P301L, heparin-induced fibrillization, ThT fluorescence. Potency, µM (series often up to 57.4 µM), without a hit: top-dose activity, negative = inhibition, actives largely listed as inhibitors. hit rate 2.1% among 270,000; further: nearly all actives have a fitted effect of over 55% in size
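ThT emission at 510 nm, taken 1 hr after adding 30 uM dye, quantifies aggregates formed when 20 uM heparin acts on human tau K18 P301L for 6 hr at 37 C.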
Numbers without * were called inactive; i = inactive; ? = inconclusive; · = no result given; [ ] = remark or other dose. Unless noted, the call rests on the fitted dose curve; in most records, active means well fitted curve in the direction sought with a large enough effect; inconclusive means small, poorly fitted or top-dose-only effect, or another doubt; inactive means no such curve, though single readings can be large; an effect the other way counts as inactive or inconclusive. Unless noted, on the % scale 0 is the no-effect control and ±100 the full control effect; potency means the concentration at half of the fitted maximal effect. A portion of the library, so the mix of outcomes need not match the whole.

SMILES | Tau FP inhib | JMJD2E inh | L3MBTL1 inh | RGS12 GoLoco inh | TR SRC2 fluor cs | RECQ1 helicase | TRb-SRC2 inh | Tau fibril ThT
O=C(NC(=S)Nc1ccc(CN2CCOCC2)cc1)c1ccc(-c2cccc(Cl)c2)o1 | 0% | 3% | -7% | 4% | -3% | -20% | -3% | -15%
O=c1[nH]c2ccc(S(=O)(=O)Nc3ccc(-c4nnc5n4CCCCC5)cc3)cc2o1 | -6% | -1% | 0% | 9% | 1% | -5% | -3% | -7%
CC1=NN(Cc2ccccc2)C(=O)/C1=C/c1ccc(N(C)C)cc1 | -1% | -2% | ? | -9% | -1% | 0% | 7% | -9%
O=C(Nc1ccc(-c2cnco2)cc1)c1ccc(F)cc1F | 2% | ? | -3% | 0% | 1% | 4% | 2% | -17%
COc1ccc(S(=O)(=O)N2CCN(c3cccc(C)c3C)CC2)cc1 | -6% | -3% | 7% | -1% | 2% | -16% | 10% | ?
CCCC(=O)c1ccc(N2CCC(C)CC2)c(F)c1 | -9% | 3% | 28% | 5% | -1% | 6% | -7% | -18%
CCOc1ccc(C(=O)OCC(=O)NCc2ccco2)cc1OCC | 1% | -8% | ? | 2% | -1% | -20% | -3% | -10%
CC(C)S(=O)(=O)c1csc(NC(=O)Nc2ccc(Cl)cc2)c1Cl | 32µM* | 0% | -2% | 4% | -1% | -20% | 3% | 16%
O=C(c1ccco1)N1CCN(Cc2nc3ccccc3c(=O)n2-c2ccc(F)cc2)CC1 | -4% | 4% | · | 8% | 1% | i | 4% | -5%
O=C(Cn1cnc2ccc(Cl)cc2c1=O)c1cccs1 | 0% | -3% | 6% | 8% | -1% | -6% | 7% | -8%
O=S(=O)(c1ccccc1)c1nc(-c2ccc(F)cc2)oc1N1CCCCCC1 | 6% | · | · | · | -1% | · | -3% | ?
COc1ccccc1NS(=O)(=O)c1cc(NC(=O)c2ccc3ccccc3n2)ccc1Cl | ? | -12% | 4% | 3% | -2%[53 µM] | -8% | -7%[53 µM] | 15%
Cc1nn(C)cc1/C=N/n1nnnc1N | -2% | -4% | 7% | 2% | 0% | -1% | 8% | -8%
CCC(Sc1nc(-c2ccc(F)cc2)nc2c1Cc1c(CO)cnc(C)c1O2)C(=O)Nc1ccc(F)cc1 (stereo unspecified) | -11% | · | · | · | 0% | · | 5% | -4%
CCc1ccccc1N(C(C)=O)c1nc(CCl)cs1 | -1% | -4% | 0% | 5% | -1% | 5% | 2% | 0%
Cn1cc(S(=O)(=O)Nc2ccc(OC(F)(F)F)cc2)c(=O)n(C)c1=O | -5% | 16% | -10% | 1% | -1% | -3% | 6% | -9%
CC1CCCC(C(=O)O)N1C(=O)CCSC(=O)c1ccccc1 (stereo unspecified) | -1% | 6% | 3% | 0% | -2% | -13% | 5% | -7%
O=C(NC1CCS(=O)(=O)C1)OC1CCCCC1 (stereo unspecified) | 1% | 11% | -6% | 3% | -1% | -4% | 3% | -1%
CCCC(=O)NC1=C(C#N)C2(CCCCC2)Cc2ccccc21 | -9% | 4% | · | 8% | -3% | i | 2% | -6%
O=C(NNS(=O)(=O)c1ccccc1)c1cccnc1 | -10% | 3% | -4% | 6%[14.2 µM] | -2% | 0% | 7% | -2%
CC1CCCCN1C(=O)CSc1c2c(nc3cc(Cl)ccc13)CCCC2 (stereo unspecified) | 13% | · | · | · | -2% | · | -2% | ?
Cc1cc(C)cc(NS(=O)(=O)c2ccc3[nH]cc(C(=O)N4CCc5ccccc54)c(=O)c3c2)c1 | -21% | -1% | -2% | -15% | 0% | -11% | -12% | -12%
CC(NC(=O)C12CC3CC(CC(C3)C1)C2)C(=O)N/N=C/C1=C(N2CCOCC2)C(=C\c2cccc([N+](=O)[O-])c2)/CC1 (stereo unspecified) | 2% | -26% | -10% | 13% | -4% | ? | -7% | -11%
COc1cc(S(=O)(=O)NCCc2c(C)[nH]c3ccccc23)c(C)cc1C | ? | · | · | · | 2% | · | -4% | ?
O=C(NNc1cccc(Cl)n1)Nc1ccccc1 | -3% | -3% | 13% | 6% | 0% | i | 4% | -11%
COc1ccccc1C1/C(=C(/O)c2ccc(C)cc2)C(=O)C(=O)N1CC(C)O (stereo unspecified) | 12% | 5% | 3% | 1% | -4% | i | 6% | -1%
Cc1ccc(N2C(=O)c3ccc(C(=O)O)cc3C2=O)cc1C | -1% | 2% | · | -1% | -9% | i | 9% | -3%
O=C(Cc1ccccc1)N[C@@H](Cc1ccccc1)C(=O)O | 3% | -10% | 2% | 3% | -2% | 0% | -5% | 1%
CSc1nc(SCCO)c2sc3nc(-c4ccco4)c4c(c3c2n1)CC(C)(C)OC4 | -16% | ? | -93% | 33%[activator] | ? | 13µM* | 10% | ?
CCc1cc2c(N=Nc3c(O)[nH]c4ccccc34)ncnc2s1 | -4% | -1% | 3% | -2% | 0% | -11% | 5% | ?
Cn1ncc([N+](=O)[O-])c1C(=O)Nc1ccc(-c2nc3ccccc3o2)cc1 | 4% | -2% | 8% | 8% | -3% | -2% | 8% | -14%
CC(=O)Nc1ccc(C2NC(=O)c3ccccc3O2)cc1 (stereo unspecified) | -5% | ? | 3% | · | 0% | i | -4% | 4%
COc1ccc(CN2C(=O)c3ccccc3C2=O)cc1C(=O)OCC(=O)NC1CCCCC1 | 5% | 1% | 5% | -1% | -2% | 0% | -2% | -3%
CC(=NCCc1c(C)[nH]c2ccc(C)cc12)C1=C(O)CC(c2ccccc2)CC1=O (stereo unspecified) | ? | -4% | -11% | -3% | -2% | -6% | 11% | ?
Cc1ccc(C(=O)n2c(-c3ccccc3)cnc2SCC(=O)Nc2ccccc2)cc1 | 13% | -16% | 1% | -4% | -5% | -4% | 3% | ?
C=CCOc1ccc(CNn2cn[nH]c2=S)cc1 | 2% | -2% | 5% | -3% | -2% | -3% | -6% | -7%
CC1=C(C(N)=O)C(c2cccnc2)n2nc(-c3cccc(C)c3)nc2N1 (stereo unspecified) | 1% | -2% | 0% | -2% | -2% | 9% | -17% | -10%
COc1cccc(C(=O)Nc2ccc(Cl)c(C(F)(F)F)c2)c1 | ? | -3% | 20% | 9% | -1% | -14% | -2% | ?
COc1cccc(C(c2c(O)cc(C)n(Cc3ccco3)c2=O)N2CCN(c3ccccc3)CC2)c1 (stereo unspecified) | ? | · | · | · | -3% | · | 4% | ?
CCCN1CCC(=NNc2ccc(C(=O)O)cc2)CC1 | 2% | -18% | 2% | 7% | -14% | 21% | 0% | ?

Two compounds from above with just JMJD2E inh:
| mol | JMJD2E inh |
| --- | --- |
| CC(=NCCc1c(C)[nH]c2ccc(C)cc12)C1=C(O)CC(c2ccccc2)CC1=O (stereo unspecified) | -4% |
| CC1=C(C(N)=O)C(c2cccnc2)n2nc(-c3cccc(C)c3)nc2N1 (stereo unspecified) | -2% |

The results go on:
SMILES | Tau FP inhib | JMJD2E inh | L3MBTL1 inh | RGS12 GoLoco inh | TR SRC2 fluor cs | RECQ1 helicase | TRb-SRC2 inh | Tau fibril ThT
CCC1CCCCN1C(=O)c1sc(-n2nc(C)c(Cc3ccccc3)c2C)nc1C (stereo unspecified) | -12% | · | · | · | -18% | · | -3% | -5%
Cc1ccccc1NC(=S)NC1CCN(Cc2ccccc2)CC1 | 3% | 9% | -1% | 2% | -23% | -6% | 6% | -2%
Cc1oc(S(=O)(=O)N2CCCC2)cc1C(=O)Nc1ccccc1 | -2% | 4% | 4% | 8% | 3% | i | 2% | -6%
CCOc1ccc(C(=O)Nc2ccc3oc(-c4ccncc4)nc3c2)cc1 | -3% | · | · | · | -2% | · | 9% | ?
O=C(N/N=C/c1ccc(-c2ccccc2[N+](=O)[O-])o1)[C@H]1C[C@@H]1c1ccccc1 | ? | 11% | ? | -4% | 2% | 10% | 1% | 4.5µM*
Cc1ccc(S(=O)(=O)N(C)C)cc1-n1c(SCC(=O)Nc2ccccc2)nc2ccccc2c1=O | -8% | -1% | -2% | -1% | -1% | -9% | -8% | 6%
c1ccc2c(c1)nc(N1CCCCCC1)c1ccccc12 | -8% | ? | 117%[activator] | -30% | -7% | -5% | 3% | -17%
Cc1ccc(C(=O)C2CCNCC2)cc1 | 5% | -4% | 31% | -25% | -2% | 14% | -28% | -2%
CN(/C=C/C(=C\C=[N+](C)c1ccccc1)OCCCS(=O)(=O)[O-])c1ccccc1 | -12% | 0% | ? | 17% | -10% | i | 1% | ?
CCC1CCCCN1C(=O)Cn1nc([N+](=O)[O-])c(Cl)c1C (stereo unspecified) | 0% | -6% | · | -5% | 1% | -8% | -4% | -6%
Cc1ncc(CO)c2c1Oc1nc(-c3ccc(Cl)cc3)nc(SCC(=O)N3CCCCC3)c1C2 | -3% | · | · | · | -1% | · | 11% | -6%
COc1ccc(OCC(=O)NC(=S)Nc2ccc(N3CCOCC3)c(Cl)c2)cc1 | -3% | -1% | · | -2% | -2% | -8% | -12% | ?
COc1ccccc1NC(=S)Nc1ccccn1 | -7% | -8% | -10% | -8% | -6% | -6% | 0% | -2%
CC(C)Sc1nc(N)c2c3c(sc2n1)CN(C)CC3 | -12% | ? | -5%[11.4 µM] | 44%[activator] | 3% | 10% | -8% | -18%
O=C(c1ccccc1)C(C(=O)N1CCCCC1)n1ccccc1=O (stereo unspecified) | ? | -12% | 3% | 10% | -4% | -9% | -1% | -8%
CC1CN(c2ccc(Cl)nn2)CC(C)O1 (stereo unspecified) | 3% | 0% | · | -4% | -2% | 3% | -14% | 6%
COc1ccc(C)cc1-n1nnnc1SCc1nc2ccccc2s1 | -3% | -3% | 8% | 12% | -5% | i | 0% | ?
O=C(Nc1cccc(-c2cn3cccnc3n2)c1)Nc1ccccc1F | ? | ? | -1% | 1% | -1% | 11% | 0% | 10%
Cc1cn(C(=O)c2ccccc2)c(=S)n1-c1ccc(Cl)cc1 | 4% | ? | 4% | 3% | -2% | -6% | 7% | -12%
COc1ccc(CCNC(=O)c2cc(C3CC3)on2)cc1OC | 0% | 3% | -4% | 2% | -1% | 0% | 3% | -7%
N#Cc1c[nH]n2c(NC3CCCC3)c(-c3cccc(Cl)c3)nc12 | -14% | · | · | · | 2% | · | 4% | -5%
